Source: PubChem BioAssay (several laboratories)
E-sel TNF inh: TNF alpha driven E-selectin expression inhibition | HUVEC TNFa-induced E-selectin immunofluorescence, high content | inhibition, % at 2 µM | 0.71% of 120,000 active | AID 1246;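 active = inhibition above the batch mean plus 3 SD, and confirmed as a hit on visual image review, cut at about 43% in these data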;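 note: 0% = TNF-stimulated DMSO wells and 100% = unstimulated control wells; not every result past the cut was called active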
NPY-Y2 antag: NPY-Y2 (human) receptor antagonism; NPY-Y2 expressing cells, antagonist mode; inhibition, % at 2.7 µM; 0.99% of 140,000 active; AID 793; in the data active = inhibition above about 17%;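 note: 0% = vehicle with agonist challenge and 100% = reference antagonist with challenge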
Target sequence (P49146 whole entry, looked up): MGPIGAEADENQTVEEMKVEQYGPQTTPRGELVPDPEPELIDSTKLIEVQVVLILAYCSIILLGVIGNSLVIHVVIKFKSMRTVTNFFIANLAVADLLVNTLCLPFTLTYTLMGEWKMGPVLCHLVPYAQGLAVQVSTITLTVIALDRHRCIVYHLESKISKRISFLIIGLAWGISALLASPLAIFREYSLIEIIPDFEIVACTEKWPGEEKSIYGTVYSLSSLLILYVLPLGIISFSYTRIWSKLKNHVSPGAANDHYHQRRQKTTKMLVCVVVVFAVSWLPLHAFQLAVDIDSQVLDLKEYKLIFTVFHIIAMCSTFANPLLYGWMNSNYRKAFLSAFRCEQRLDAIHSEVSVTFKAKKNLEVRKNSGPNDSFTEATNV
bCat KO growth: beta-catenin-lacking colon tumor cell growth suppression | HCT116 beta-catenin knockout viability, CellTiter-Glo, 60 h; hits give low values | viability, % at 10 µM | 1.5% of 140,000 active | AID 818;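 active = viability at or under a set limit, the compound median less 4 SD, cut at about 6% in these data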;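 note: 0% = Hyamine 1622 control at 20 µM and 100% = untreated cell control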
Measles CPE: protection of cells from measles virus; 1.5% of 140,000 active; Measles virus-infected cells, CPE protection, absorbance; protection (pct of control), % at 4 µM; in the data active = protection mostly above about 24%, no sharp cut-off; inactive = mostly below about 26%; note: some compounds called inactive have numbers as strong as hits
GALR2 antag: GALR2 (human) receptor antagonism | inhibition, % at 4 µM | O43603 | 0.39% of 140,000 active | AID 828 | GALR2-expressing cells, antagonist mode; in the data active = inhibition above about 27%;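 note: cells stimulated with galanin 1-16 at roughly its EC80; 0% = agonist challenge control and 100% = basal control without agonist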
Target sequence (O43603 whole entry, looked up): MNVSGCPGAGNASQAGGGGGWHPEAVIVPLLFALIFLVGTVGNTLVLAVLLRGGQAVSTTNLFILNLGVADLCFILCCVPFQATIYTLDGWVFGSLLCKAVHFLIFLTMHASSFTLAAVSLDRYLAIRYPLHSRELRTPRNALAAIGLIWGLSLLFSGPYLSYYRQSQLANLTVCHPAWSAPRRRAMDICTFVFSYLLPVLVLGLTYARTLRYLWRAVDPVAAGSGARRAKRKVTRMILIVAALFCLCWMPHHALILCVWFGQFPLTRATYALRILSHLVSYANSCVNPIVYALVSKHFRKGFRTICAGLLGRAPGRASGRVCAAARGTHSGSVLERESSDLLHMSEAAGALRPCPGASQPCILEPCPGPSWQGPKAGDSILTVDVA
Phagocytosis inh: blocks phagocytosis by macrophages; J774A.1 macrophage IgG-bead phagocytosis, imaging; inhibition, % at 5 µM; 0.07% of 110,000 active; AID 1029;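 active = inhibition above the mean of the plate negative controls plus 5 SD, cut at about 13% in these data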;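 note: phagocytic index as fraction of beads internalized from green versus red external bead signal; plate controls were DMSO negative control for no effect and cytochalasin-D positive control for full effect; some results beyond the cut were filed as inactive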
Yeast growth inh: chemicals that inhibit yeast BB579 growth in restrictive medium (lifespan-shortening candidates). S. cerevisiae BB579 growth, OD615, 48 h. inhibition, % at 10 µM. AID 804. 0.51% of 140,000 active;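 active = inhibition above a set limit, 3 SD over the mean compound inhibition, cut at about 44% in these data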; note: inactives centre near -24
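Detection: OD615 turbidity measurement; Material: Saccharomyces cerevisiae DeaD strain BB579, replicative lifespan model yeast; Timing: 48 h exposure, 30 °C; Doses: single 10 µM dose; Medium: CSMM-D restrictive synthetic medium containing dextrose (glucose); Controls: amphotericin B at 10 µg/mL as positive control.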
MRP-1 activ: activators of MRP-1 | H69AR cells + doxorubicin, viability rescue, CellTiter-Glo | viability increase, % at 10 µM | 0.61% of 140,000 active | AID 799;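 active = viability gain under doxorubicin at or above a set limit, the compound median plus 3 SD, cut at about 4.7% in these data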;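 note: MRP-1 overexpressing cells given doxorubicin 25 µM after compound pretreatment; 18-22 h compound pretreatment then 72 h with doxorubicin before readout; 0% = doxorubicin-only wells and 100% = vehicle-treated cells without doxorubicin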
HCT116 PTEN-null: suppresses growth of cells with PTEN deletion; HCT116 PTEN-null viability, CellTiter-Glo, 60 h; hits give low values; viability, % at 10 µM; AID 827; 1.2% of 140,000 active;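 active = viability at or below a set limit, 4 SD under the median of all tested compounds, cut at about 3.7% in these data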;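 note: PTEN knockout HCT116 line with beta catenin targeted HCT116 as companion control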
Yeast life ext: yeast lifespan extension | S. cerevisiae growth with nicotinamide, OD615; deaD strain in restrictive glucose medium | inhibition of the nicotinamide effect, % at 10 µM | 0.68% of 130,000 active | AID 775;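 active = inhibition above a set limit, placed 3 SD over the median of all compounds, cut at about 26% in these data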;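 note: 0% = nicotinamide-treated wells and 100% = cells grown without nicotinamide; some compounds called inactive have numbers as strong as hits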
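System: Modified budding yeast, DeaD strain | Buffer or medium: Restrictive glucose medium | Also added: 1.5 mM nicotinamide | Doses: 10 µM single point, 0.25% DMSO | Schedule: 48 h compound exposure at 30 °C, humidified | Detection: Absorbance at 615 nm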
Starred values were filed as active, the others as inactive; / = not tested or not shown.

SMILES	E-sel TNF inh	NPY-Y2 antag	bCat KO growth	Measles CPE	GALR2 antag	Phagocytosis inh	Yeast growth inh	MRP-1 activ	HCT116 PTEN-null	Yeast life ext
CCC(C)NC(=O)CNS(=O)(=O)c1ccc(C)cc1 (centres undefined)	28	4	94	8	-10	/	-29	-0.9	100	/
COCCn1c(C)cc(C2=NNC(=Nc3ccc(OC)cc3)SC2)c1C	-10	-2	96	8	-8	/	-13	-2.0	95	-11
COC(=O)C(C)NC(=O)C12CC3CC(CC(C3)C1)C2 (centres undefined)	-17	3	108	6	4	-1	-9	3.7	97	5
Cc1ccccc1NC(=O)c1ccc(CN2CCC(Cc3ccccc3)CC2)cc1	23	13	88	51*	6	/	-15	-5.4	97	-15
O=C(c1cc(Cl)cc(Cl)c1)N1CCOCC1	-19	0	97	7	8	-1	-17	1.3	89	-2
COCCCNC(=O)COc1ccc(S(=O)(=O)Nc2ccccc2)cc1	-19	0	98	3	-7	-3	-6	-0.5	97	-5
O=C(NCC1CCCO1)C1CCN(C(=O)c2ccc(Br)cc2)CC1 (centres undefined)	-9	7	82	1	2	-1	-27	-4.1	88	-10
COC(=O)C1CCN(S(=O)(=O)c2cn(C)c(=O)n(C)c2=O)CC1	-14	3	99	2	1	1	-8	-1.5	92	-8
O=C(CSc1nnc(-c2cccnc2)n1C1CCCCC1)NC1CCCCC1	7	3	92	4	-16	4	3	-2.6	92	6
CCCCC(=O)NC(Nc1cc(C)ccn1)(C(=O)OCC)C(F)(F)F (centres undefined)	-13	1	101	8	2	/	-51	-0.9	99	2
CCOC(=O)C1CCN(CC(=O)N2C(C)CCCC2C)CC1 (centres undefined)	-43	2	94	2	13	1	-28	-0.2	94	5
O=C(O)CN=C(NS(=O)(=O)c1ccccc1)c1ccccc1	-5	-1	94	7	8	-2	10	-0.7	99	-3
COc1ccc(C)cc1S(=O)(=O)N1CCN(Cc2ccccc2)CC1	-5	1	91	3	-5	-1	-18	-0.6	99	-8
O=C(COC(=O)c1cnc(Cl)c(Cl)c1)NCc1ccc2c(c1)OCO2	10	5	90	7	-3	-10	-24	-0.8	107	0
COC(=O)[C@@H](NC(=O)NCc1ccccc1Cl)C(C)C	25	2	105	8	-16	-1	-33	-0.2	102	-6
CCNC(=S)N/N=C/c1ccc(OCCOc2ccccc2C)cc1	-50	2	97	11	7	-2	-19	-1.8	97	4
CC1CC(O)(Cc2ccccc2)C(C)CN1C (centres undefined)	6	3	101	28	-13	0	-36	-1.0	90	0
O=c1[nH]c2ccc(Cl)cc2c(-c2ccccc2)c1SC(=S)N1CCOCC1	-15	1	83	16	-8	/	37	-3.6	74	-4
COc1ccc(CCn2c(NCCCN3CCOCC3)nc3c2c(=O)[nH]c(=O)n3C)cc1	-8	1	99	16	9	-1	3	-1.0	96	-8
Cn1c(=O)c2cc(S(=O)(=O)NCCC(=O)NCCc3ccc(Cl)cc3)ccc2n(C)c1=O	/	0	70	4	-2	/	-18	-0.2	68	-23
O=C(Nc1ccccc1SCC1CSc2nc3ccccc3c(=O)n21)c1ccccc1 (centres undefined)	19	2	91	4	-2	0	-71	-1.2	102	-8
Cc1cc(NC(=O)C2CC(=O)N(c3ccccc3)C2)no1 (centres undefined)	-7	2	92	9	1	-10	8	0.6	103	-9
COc1ccc(OC)c(C(C)NC(=O)c2ccco2)c1 (centres undefined)	/	-1	54	2	-5	0	0	-4.4	58	-11
CC(C)NS(=O)(=O)c1ccc(CCC(=O)NCc2ccco2)cc1	-21	5	89	7	11	-3	-16	-2.5	101	-9
Cc1ccc(CNC(=O)CCCn2c(=O)c3ccccc3n(CC(=O)NC3CCCC3)c2=O)cc1	-23	0	88	4	4	-1	-32	-0.6	99	-14

Shown as a hit in Measles CPE, among the entries above:
canonical_smiles	E-sel TNF inh	NPY-Y2 antag	Measles CPE	GALR2 antag	Phagocytosis inh	Yeast growth inh	Yeast life ext
Cc1ccccc1NC(=O)c1ccc(CN2CCC(Cc3ccccc3)CC2)cc1	23	13	51*	6	/	-15	-15

Next compounds follow.
SMILES	E-sel TNF inh	NPY-Y2 antag	bCat KO growth	Measles CPE	GALR2 antag	Phagocytosis inh	Yeast growth inh	MRP-1 activ	HCT116 PTEN-null	Yeast life ext
CC(C)N(Cc1nc(-c2ccc(Cl)cc2)no1)C(=O)CCCN1C(=O)c2ccccc2C1=O	/	1	82	8	-9	0	-45	1.3	74	13
CCOC(=O)CC(=O)CSc1nc2c(C)c(C)ccc2cc1C	-21	4	80	13	0	0	-40	-1.7	80	-11
CC(C)C[C@H](NC(=O)Nc1ccc(S(N)(=O)=O)cc1)C(=O)O	18	-2	99	26	0	2	-19	-1.4	101	-5
CN(C)/C=C1\N=C(c2ccc(Cl)cc2Cl)OC1=O	11	3	96	9	-4	0	-41	1.3	88	-13
COC(=O)C1=C(N)Oc2cc(C)n(Cc3ccco3)c(=O)c2C1c1cccc(Cl)c1 (centres undefined)	/	4	90	5	-17	2	-25	-3.0	80	-5
O=C(CCC(=O)OCC(=O)c1ccc(Br)cc1)Nc1ccc(Br)c2cccnc12	-8	4	95	3	2	0	-24	0.9	93	-2
CC[n+]1c(/C=C/Nc2ccccc2)sc2ccccc21	-33	5	52	4	4	-2	-9	-2.2	56	5
COc1cc(-c2nnc(SCC3(c4ccccc4)OCCO3)o2)cc(OC)c1OC	-38	4	84	2	1	/	-5	-1.5	73	-14
N=C1C(c2nc3ccccc3[nH]2)=C(O)CN1c1ccc(CC(=O)O)cc1	6	-3	93	9	-11	-1	-51	0.2	99	-11
Cc1nnc(OCc2nc3ccccc3n2C)c2ccccc12	10	8	93	1	-5	-2	-39	-1.8	104	4
Cc1ccccc1-c1nc(-c2ccc(NC(=O)c3ccc(Br)o3)cc2)no1	-26	1	63	5	-2	/	-19	-2.9	63	/
COc1ccc(C(c2nnnn2CS(=O)(=O)c2ccc(C)cc2)N2CCN(c3ncccn3)CC2)cc1 (centres undefined)	-4	-1	83	22	7	/	-40	-0.5	76	/
N#CCCSc1ncnc2c1oc1ccccc12	18	2	96	24	-3	3	-8	-1.2	111	-15
Cc1ccc(-c2nnn(CC(=O)NCC3CC3)n2)o1	-34	2	86	3	-4	/	10	-3.9	87	-3
CC(=O)Nc1ccc(NS(=O)(=O)c2cccc3ccccc23)cc1	0	3	89	8	-5	0	-32	-2.9	93	-4
COc1ccc(C(=O)NNC2=CC(=O)CC(C)(C)C2)cc1OC	-11	5	101	4	1	2	-43	-1.1	93	0
O=C1CSC(c2cn(-c3ccccc3)nc2-c2ccc3c(c2)OCCO3)N1CCN1CCOCC1 (centres undefined)	-33	2	85	2	-10	-1	-46	-1.4	92	-2
Cc1nc2ccccn2c1C(=O)NCc1cccnc1	22	2	90	4	-1	0	-4	-3.4	89	-2
Cc1c(C=NCCOCc2ccccc2)cnn1C	/	5	99	8	14	/	-43	-2.3	93	-13
CCOC(=O)c1[nH]c2ccc(OC)cc2c1NC(=S)N1CCN(c2ccc(F)cc2)CC1	-2	1	104	6	2	1	9	-2.7	108	3
O=C1CCNc2cc3ccccc3cc21	-36	0	7	19	8	-1	-12	-5.1	14	-18
CCn1c(-c2ccco2)nc2ccccc21	-20	3	93	31	0	2	-24	-0.1	93	-22
Cc1cccc(N2CCN(C(=O)CSc3ccsc3[N+](=O)[O-])CC2C)c1 (centres undefined)	-17	3	78	2	2	10	-15	-3.8	76	-3
COc1cccc(C(=O)Cn2c(N3CCOCC3)nc3c2c(=O)n(C)c(=O)n3C)c1	7	10	93	11	3	2	-29	-2.1	87	-4
CCCCOCCCNC(=O)c1ccc2c(c1)OCO2	11	12	108	46	3	0	-42	-1.4	97	-17
Following part:
SMILES	E-sel TNF inh	NPY-Y2 antag	bCat KO growth	Measles CPE	GALR2 antag	Phagocytosis inh	Yeast growth inh	MRP-1 activ	HCT116 PTEN-null	Yeast life ext
Cc1nc2ccccn2c1C(=O)N/N=C/c1ccc2c(c1)OCO2	/	1	77	19	-1	-3	9	-1.9	81	1
O=C(N/N=C/c1c[nH]c2ccccc12)C1COc2ccccc2O1 (centres undefined)	-34	1	36	10	1	5	-8	-5.5	36	-5
CCC(Sc1nc2cc3c(cc2c(=O)n1Cc1ccco1)OCO3)C(=O)Nc1ccccc1OC (centres undefined)	-20	1	6	4	4	/	-50	-5.8	20	-4
CC(=O)c1c(NCc2ccccc2)nc(=O)n(-c2ccccc2)c1C	45	6	86	13	-3	1	11	-1.1	86	-8
CCCc1c(O)nc(SCCN(CCC)CCC)[nH]c1=O	-25	0	100	4	-3	1	-26	0.3	103	4
Cc1cc(NC(=O)c2ccccc2F)on1	/	1	94	9	5	-2	-24	1.1	98	-5
CCOC(=O)c1cnn(-c2cccc(Cl)c2)c1N	-7	2	100	6	9	-1	-3	1.8	94	-6
Cc1nc(SCC(=O)Nc2cc(C)on2)c2c(=O)n(C)c(=O)n(C)c2n1	/	8	92	2	1	-2	18	-1.3	84	-3
c1ccc(-c2nc(NCc3cccnc3)c3oc4ccccc4c3n2)cc1	10	1	58	6	12	-3	-49	-2.5	52	-12
Clc1ccc2c(NCc3ccccn3)ncnc2c1	-16	0	82	7	5	0	22	-3.8	79	-10
CC(C)C(NC(=O)OCc1ccccc1)C(=O)OCC(=O)NCc1ccco1 (centres undefined)	-17	1	92	7	-1	0	-29	-2.5	89	-6
NNC(=O)CN1C(c2ccccc2Br)=Nc2ccc(Br)cc2C1c1ccccc1 (centres undefined)	/	2	91	16	-10	-6	-18	2.9	90	3
O=C(CSc1ccc2c(c1)OCCO2)Nc1ncc(Cl)cc1Cl	-8	8	94	20	10	1	-71	1.5	91	-9
Cc1ccc(C(=O)Nc2ccc3c(c2)nc2n3CCSC2)cc1	/	-1	90	6	12	1	-51	-1.1	80	4
CSc1nc(-c2ccc(Cl)cc2)nn1C(=O)c1ccco1	-12	-1	104	52*	-4	-1	-24	1.2	87	-15
Cc1cc(C)n(-c2ccc(C)c(Cl)c2)n1	/	3	94	11	7	/	-14	-0.6	96	-5
c1ccc(N2CCN(c3ccccc3)C2c2cccnc2)cc1	-20	3	88	5	10	/	-25	-3.8	87	-6
N#Cc1cc2cc3c(cc2nc1N1CCCCC1)OCCO3	/	2	85	4	-3	1	-24	-1.8	85	-4
COc1ccc2c(c1)OC/C(=C/c1cccs1)C2=O	11	2	50	34	2	0	-25	-5.5	53	1
COC(=O)CCC(=O)N1CCOCCOCCN(C(=O)CCC(=O)OC)CCOCCOCC1	4	3	104	11	3	/	-18	-1.2	87	/
COC(=O)Cn1nc(-c2ccc(C)c(S(=O)(=O)N(C)C)c2)c2ccccc2c1=O	/	2	94	15	4	-1	-31	-0.9	92	-2
CCNC(=O)N(C(=O)NCC)n1c(C)nnc1C	42	0	89	9	0	0	-22	-1.4	94	-1
CC(C)C(NC(=O)COc1ccccc1)C(=O)O (centres undefined)	21	7	108	44*	-6	-2	-43	0.1	115	-2
